CHT PAM: CHT positive allosteric modulators, primary screen, cell-based, membrane potential dye, choline EC20; AID 488977, 2010; B-score at 10 µM; CHT-expressing cells; stronger effect = higher value; LV-AA mutant CHT in HEK293 cells; 310,000 compounds, 0.49% hits;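 active = initial fluorescence not abnormally high and integrated response B-score, plate-corrected, over 3 SD above library mean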
Target sequence (Q9GZV3 whole entry, looked up): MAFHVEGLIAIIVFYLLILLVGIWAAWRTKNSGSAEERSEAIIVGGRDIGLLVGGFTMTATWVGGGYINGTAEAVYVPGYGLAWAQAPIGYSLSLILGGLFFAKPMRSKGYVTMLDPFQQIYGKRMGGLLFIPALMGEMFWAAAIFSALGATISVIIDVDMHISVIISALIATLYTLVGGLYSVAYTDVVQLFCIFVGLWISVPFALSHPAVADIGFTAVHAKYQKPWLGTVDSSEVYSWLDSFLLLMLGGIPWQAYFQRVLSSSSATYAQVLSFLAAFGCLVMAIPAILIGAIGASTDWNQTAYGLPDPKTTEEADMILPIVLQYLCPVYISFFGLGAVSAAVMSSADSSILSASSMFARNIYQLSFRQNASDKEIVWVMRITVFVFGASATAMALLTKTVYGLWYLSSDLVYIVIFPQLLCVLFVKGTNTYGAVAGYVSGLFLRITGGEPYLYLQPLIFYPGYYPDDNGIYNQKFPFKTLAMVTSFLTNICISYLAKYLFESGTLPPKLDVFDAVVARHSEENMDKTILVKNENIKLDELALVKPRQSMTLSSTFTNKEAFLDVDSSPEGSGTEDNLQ
OX1R antag: OX1R (HCRTR1) antagonists, primary screen, fluorescence, CHO/OX1R cells, Fluo-8 calcium, orexin A; Orexin/Hypocretin receptor type 1 (Homo sapiens), O43613; Fluo-8 calcium fluorescence; inhibition, % at 5 µM; 330,000 compounds, 0.43% hits; AID 434989, 2010;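 active = inhibition above its plate's threshold, mean inhibition of all tested compounds on the plate plus 3 SD, cut at about 37% in these data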;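 note: 0% = orexin A challenge wells and 100% = SB-334867-A antagonist wells; not every result past the cut was called active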
Target sequence (O43613 whole entry, looked up): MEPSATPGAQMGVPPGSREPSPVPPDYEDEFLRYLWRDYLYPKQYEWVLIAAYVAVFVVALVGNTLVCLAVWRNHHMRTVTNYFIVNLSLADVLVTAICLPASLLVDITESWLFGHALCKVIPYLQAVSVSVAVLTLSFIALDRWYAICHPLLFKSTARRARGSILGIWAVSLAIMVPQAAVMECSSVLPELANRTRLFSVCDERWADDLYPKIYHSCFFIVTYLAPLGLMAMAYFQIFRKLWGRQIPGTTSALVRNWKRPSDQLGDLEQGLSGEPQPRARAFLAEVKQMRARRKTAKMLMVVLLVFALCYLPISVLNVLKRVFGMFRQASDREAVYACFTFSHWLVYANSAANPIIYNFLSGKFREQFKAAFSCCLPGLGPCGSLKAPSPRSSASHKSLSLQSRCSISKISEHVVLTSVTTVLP
* marks the source's active call; other numbers are inactive results; i = inactive; / = no result given.

SMILES	CHT PAM	OX1R antag
CCN(c1ccccc1)S(=O)(=O)c1ccc(C(=O)N2CCCC(C(F)(F)F)C2)cc1 (configuration not stated)	i	-9.8
Cc1cc(F)ccc1N1CCC(N2CCN(C(C)C)C(CCO)C2)CC1 (configuration not stated)	i	-30.8
COc1ccc(OC)c(NC(=O)CSc2nc3ccccc3c(=O)n2CC2CCCO2)c1 (configuration not stated)	i	-5.9
NC(=S)NN=C1c2cc(S(=O)(=O)N3CCOCC3)ccc2-c2ccc(S(=O)(=O)N3CCOCC3)cc21	i	1.6
COc1cccc(C2=NN(S(C)(=O)=O)C(c3cccs3)C2)c1 (configuration not stated)	i	-3.8
NS(=O)(=O)c1ccc(CCNc2ncnc3c2c(-c2ccccc2)cn3-c2ccc(F)cc2)cc1	i	-2.7
COc1ccc(NC(=O)c2cc([N+](=O)[O-])ccc2N2CCN(C)CC2)cc1	8.39*	-15.2
O=C(Cn1cnc2ccccc21)N/N=C/c1cccs1	i	-15.3
CCCn1c(=O)[nH]c(=O)c2c1nc(-c1cc([N+](=O)[O-])ccc1Cl)n2CCOC	i	-24.1
Cc1ccc(C(C)(C)C)cc1S(=O)(=O)N1CC(=O)Nc2ccccc21	i	0.0
Brc1ccccc1-c1nnc(SCc2nc3ccccc3s2)o1	i	-23.5
CCn1c(SCC(=O)Nc2ccc3c(c2)OCO3)nnc1C1CC1	i	14.4
COc1cc(COCC(O)CN2CCOCC2)cc(OC)c1OC (configuration not stated)	i	-9.9
C/C(=N\NC(=O)c1ccoc1C)c1ccccc1	i	-15.3
O=C(c1ccccc1F)N1CCN(S(=O)(=O)c2ccc(Br)cc2)CC1	i	-25.1
CCc1nc(SCCO)c2oc3ccccc3c2n1	i	-23.3
CCCCN1C(=O)NC(NS(=O)(=O)c2ccc(N)cc2)(C(F)(F)F)C1=O (configuration not stated)	i	-20.3
CCOCC(=O)Nc1cc(C)on1	i	-17.1
O=C(OC1CCCCC1)c1ccc(NC(=O)c2ccco2)cc1	i	7.7
COC(=O)Cc1c(C)nc2nc(NCc3c(F)cccc3Cl)[nH]n2c1=O	i	-8.3
C/C(=N\Nc1nc2ccccc2[nH]1)c1cccs1	i	-40.1
CCOC(=O)N1CCC(NCCNC(=O)c2ccc(F)cc2)CC1	/	-13.9
Cc1cc(C)nc(NNS(=O)(=O)c2c(F)cc(F)cc2Br)n1	/	1.4
CCCCCc1ccc(-c2cn(Cc3ccc4ccccc4c3)nn2)cc1	i	-5.7

Structures above that have a furan ring, fused or not, in the order listed:
SMILES	CHT PAM	OX1R antag
C/C(=N\NC(=O)c1ccoc1C)c1ccccc1	i	-15.3
CCc1nc(SCCO)c2oc3ccccc3c2n1	i	-23.3
O=C(OC1CCCCC1)c1ccc(NC(=O)c2ccco2)cc1	i	7.7

Some of the entries so far, with each value named:
Molecule: CCc1nc(SCCO)c2oc3ccccc3c2n1
  CHT PAM = i; OX1R antag = -23.3

Molecule: CCCCN1C(=O)NC(NS(=O)(=O)c2ccc(N)cc2)(C(F)(F)F)C1=O (configuration not stated)
  CHT PAM = i; OX1R antag = -20.3

Molecule: CCOCC(=O)Nc1cc(C)on1
  CHT PAM = i; OX1R antag = -17.1

Other entries:
SMILES	CHT PAM	OX1R antag
Cc1ccc2oc(C(=O)Nc3nonc3C)c(C)c2c1	i	-7.1
CN(CCCCCCCCCCN(C)C(=O)Oc1cccc([N+](C)(C)C)c1)C(=O)Oc1cccc([N+](C)(C)C)c1	i	7.1
CCNS(=O)(=O)c1ccc(CCC(=O)N2CCN(c3ccccc3F)CC2)cc1	i	-11.0
CC(=O)c1cccc(NC(=O)c2cc(C)nn2-c2ccccc2)c1	i	-9.9
CSc1ccccc1NC(=O)CSc1n[nH]c(N)n1	i	-12.4
COc1ccc(CNC(=O)/C=C/c2ccco2)cc1OC	i	6.9
COc1ccccc1CNC(=O)C(NC(=O)Nc1ccccc1)C(C)C (configuration not stated)	i	-26.1
CCCCC(=O)Nc1ccc2c(c1)nc(CCN1CCOCC1)n2C	i	-17.2
Cc1nnc(SCC(=O)N2CCOCC2)n1C	i	-2.4
CCc1nc2c(c(=O)[nH]1)C1(CCCC1)Cc1ccccc1-2	i	-4.0
CCCn1c(-c2ccc(OC)cc2)nc2nc3ccccc3nc21	i	-26.4
CCCCc1ncc(CN2CCC(n3nccc3NC(=O)c3ccccc3Cl)CC2)[nH]1	i	-14.3
N#CC1(NC(=O)COC(=O)c2cc([N+](=O)[O-])ccc2N2CCCC2)CCCCC1	i	-23.2
COc1ccc(CCN2CC(C(=O)N3CCC(OC)CC3)CCC2=O)cc1 (configuration not stated)	i	-16.8
O=C(NCCCn1ccnc1)C(=O)NCC1OCCN1S(=O)(=O)c1ccc(Cl)cc1 (configuration not stated)	i	-11.6
N/N=C(\Cc1cscn1)c1ccc(O)cc1O	i	-14.5
COc1ccc(C(=O)N/C(=C\c2ccccc2)C(=O)NCCCn2ccnc2)cc1	i	4.0
Cc1cc(NC(=O)CSc2n[nH]c(-c3cccs3)n2)no1	i	-5.2
CCC(C)(C)n1nnnc1C(c1cccnc1)N1CCC(Cc2ccccc2)CC1 (configuration not stated)	i	-32.8
Cc1c(O)cc2c(c1O)C(=O)CC(c1ccc(O)cc1)O2 (configuration not stated)	i	6.7
N#CCn1cnc2c(oc3ccccc32)c1=O	i	5.6
O=C(CNC(=S)N(Cc1ccc(F)cc1)C1CCCCC1)NCC1CCCO1 (configuration not stated)	i	-24.5
CCc1nnc(NC(=O)CSc2nccn2-c2cccc(C)c2)s1	i	-22.1
CC(C)(C)OC(=O)NCCCCC1=CC2=CC(=O)C(C)(OC(=O)c3cnc4ccccc4n3)C(=O)C2=CO1 (configuration not stated)	i	-6.6

Sorted by the number under OX1R antag (smallest number first): three from the list above
Compound | OX1R antag
O=C(CNC(=S)N(Cc1ccc(F)cc1)C1CCCCC1)NCC1CCCO1 (configuration not stated) | -24.5
CCc1nnc(NC(=O)CSc2nccn2-c2cccc(C)c2)s1 | -22.1
O=C(NCCCn1ccnc1)C(=O)NCC1OCCN1S(=O)(=O)c1ccc(Cl)cc1 (configuration not stated) | -11.6

Continuation.
SMILES	CHT PAM	OX1R antag
CN(C(=O)c1cccc(C#CC(C)(C)O)c1)C1CCCN(Cc2ccccc2F)C1 (configuration not stated)	i	-24.6
NC(=O)COc1ccc(NC(=O)OCc2ccccc2)cc1	i	3.4
CC(=O)NC(C(=O)N1CCC(c2nc3ccccc3s2)CC1)C(C)C (configuration not stated)	i	-9.7
O=C(CSCc1c(Cl)cccc1Cl)NCc1ccco1	i	2.4
Cc1cccnc1NC(=O)c1ccc(Br)o1	i	-0.9
Cc1cccc(N2CCN(C(=O)c3oc4ccc(Br)cc4c3C)CC2)c1C	/	-1.3
CCCn1c(NC(=O)C2CCN(C(=O)c3ccccc3C)CC2)nc2ccccc21	i	-31.9
CSc1ncccc1C(=O)N(C)CC(=O)Nc1cccc(F)c1	i	-0.1
COc1ccc(C(=O)Nc2c(N)nc(SCC(=O)N3CCC(C)CC3)[nH]c2=O)cc1	i	6.8
Cc1ccc(C(C(=O)NCC2CCCO2)N(C(=O)c2snc(C(N)=O)c2N)c2ccccc2F)o1 (configuration not stated)	i	-7.8
Cc1cc2cc(C(c3nnnn3C3CCCC3)N(Cc3cccnc3)Cc3ccco3)c(=O)[nH]c2cc1C (configuration not stated)	i	-47.0
O=C(Nc1ncc(Cc2cccc(Cl)c2)s1)c1ccc([N+](=O)[O-])cc1	i	-15.8
O=C(CSc1nc2c(cnn2-c2cccc(Cl)c2)c(=O)[nH]1)NCC1CCCO1 (configuration not stated)	/	-7.2
COC(=O)C(NC(C)=O)(Nc1cccc(C)n1)C(F)(F)F (configuration not stated)	i	-4.6
O=C(/C=C/c1ccc(Br)cc1)NCCCn1ccnc1	i	-17.6
CCN(CC(=O)Nc1ccccc1C(F)(F)F)C(=O)c1cc(S(=O)(=O)N(C)C)ccc1N1CCCC1	i	-21.4
COc1ccc(N2CCN(C(=O)C3CC(O)CN3S(=O)(=O)c3ccc([N+](=O)[O-])cc3)CC2)cc1 (configuration not stated)	i	-12.9
CN1CCN(CCCNC(=O)c2cc3c(=O)oc4ccccc4c3s2)CC1	i	-24.8
Cn1c(=O)c2c([nH]c(=S)n2CCCc2ccccc2)n(C)c1=O	i	-14.5
Cn1c(-c2ccccc2)c[n+]2c1-c1ccccc1C2	i	7.5
C=C1N(c2ccc(Cl)cc2)C(=O)OC1(C)C	i	6.2
COC(=O)c1cc2c(s1)-c1ccc(OC)cc1CC2	i	-35.2
CNC(=S)Nc1cc(C)ccc1OC(F)F	i	-6.2
CCOC(=O)C1CCN(C(=O)Cn2nc(C)n3c(cc4cc(C)ccc43)c2=O)CC1	i	-21.4
O=C(CCc1nc2ccccc2c(=O)[nH]1)NCCN1C(=O)S/C(=C\c2ccc(Cl)cc2Cl)C1=O	i	-20.1
Cn1c(SCC(=O)Nc2ccccc2[N+](=O)[O-])nnc1C(F)(F)F	i	-14.7
O=C(COC(=O)CNS(=O)(=O)c1c(Cl)cccc1Cl)Nc1cccnc1Cl	i	-13.4
CC1=NN(C(=O)c2csc(C)c2C)C(O)(C(F)(F)F)C1 (configuration not stated)	i	-13.4
Cc1ccc(C(=O)c2sc3c(c2N)c(=O)[nH]c(=O)n3CCc2ccccc2)cc1	i	-23.8
O=C(/C=C/c1ccccc1)C1=C(O)C(=O)N(CCO)C1c1cccc([N+](=O)[O-])c1 (configuration not stated)	i	-7.0
CCOc1ccc(C(=O)Nc2ccccc2NC(C)=O)cc1OCC	i	-16.8
CCN(CC(=O)Nc1c(F)cccc1F)C(=O)CCc1c[nH]c2ccccc12	i	-6.9
O=C1C2C(c3cccc(/C=C/c4ccccc4)c3)CC=CC2C(c2ccc(C(F)(F)F)cc2)N1Cc1ccccc1 (configuration not stated)	i	-6.9
Cc1ccc(C)c2[nH]c(=O)c(CCNC(=O)CCc3ccccc3)cc12	i	-10.3
COc1cccc(OCC(=O)Nc2ccccc2C(N)=O)c1	i	-5.1
COc1ccc(CC2(CO)CCN(S(=O)(=O)c3c(C)nn(C)c3C)CC2)cc1	i	-14.2
COc1cc(NC(=O)Nc2cccc(C(C)=O)c2)cc(OC)c1OC	i	-17.7
Cc1cccc(C(=O)O/N=C(\N)c2ccc(Br)cc2)c1	i	-24.1
O=C(NCCS(=O)(=O)N1CCN(c2ccccc2F)CC1)c1cc(=O)c2ccccc2o1	i	-24.7
CC1CC(C)CN(S(=O)(=O)c2ccc3c(c2)CC(=O)N3)C1 (configuration not stated)	/	-12.7
COCCn1c(CNc2ccc(F)cc2)nnc1SCC(=O)Nc1ccc(OC)cc1OC	i	-26.5
COc1ccc(C(=O)N(CCc2ccccc2)Cc2cccs2)c(OC)c1	i	-29.5
COc1cccc(C(=O)Nc2c(F)cccc2F)c1	i	-13.0
COc1cc(-c2nc(-c3ccc(NC(=O)c4ccc5c(c4)OCO5)cc3)no2)cc(OC)c1OC	i	-6.7
CCN(C(=O)c1cccc(Br)c1)C1CCS(=O)(=O)C1 (configuration not stated)	i	8.2
Cc1cccc(NC(=O)CCC(=O)NCCO)c1	i	7.2
Cn1c(N)c(C(=O)CSc2nc3ccccc3c(=O)n2Cc2ccccc2)c(=O)n(C)c1=O	i	-20.8
Cc1cc(C(=O)CN2C(=O)NC(C)(c3cc(F)ccc3F)C2=O)c(C)n1C1CC1 (configuration not stated)	/	-12.1
Cc1ccc2nc(C)cc(N/N=C/c3cccc(O)c3)c2c1	i	-1.8
CC(C)(C)[C@H]1COC(=O)[C@@H](Cc2ccc(F)cc2)CC/C=C/C[C@@H](CC(=O)N[C@@H](CO)Cc2ccccc2)C(=O)N1	/	13.3
O=C(N/N=C/c1cccs1)c1cc(-c2ccncc2)nc2ccccc12	i	-13.8
Cc1cccc(CSc2nnc(CCCCCNC(=O)OC(C)(C)C)o2)c1	i	-20.7
Cc1ccc(N2CCN(CCc3nc4cc(NS(C)(=O)=O)ccc4n3C)CC2)cc1	i	-8.4
COC(=O)c1cc(COC(=O)CNC(=O)c2ccc(Br)cc2)oc1C	/	-19.9
C=C(C)COc1ccc(-c2[nH]ncc2-c2ccc(OC)c(OC)c2)c(O)c1	i	15.8
CN(C(=O)COc1ccc(Cl)cc1Br)C1CCCCC1	i	-15.7
COc1cc(COc2ccc(-c3nnco3)cc2)ccc1OC(F)F	i	-12.8
CCOc1cc(CNCc2ccncc2)cc(Cl)c1OC	i	0.1
NS(=O)(=O)c1ccccc1NC(=O)c1c(O)c2ccccc2[nH]c1=O	i	-20.6
C/C(=N\NC(=O)c1ccc(N2CCCC2=O)cc1)c1ccncc1	i	-18.0
The results go on.
SMILES	CHT PAM	OX1R antag
O=C1NC(Cc2ccccc2)c2nc3cc(F)ccc3c(=O)n2-c2ccccc21 (configuration not stated)	/	-13.3
Cn1c(Cn2cnc(Cl)c2Cl)nc2ccccc21	i	-0.3
CN(C)S(=O)(=O)c1ccc(N2CCCC2)c(C(=O)N2CCC(C(N)=O)CC2)c1	i	-12.3
CCCOc1ccc(C(=O)CCC(=O)OCC(=O)Nc2ccc(Oc3ccccc3)cc2)cc1	i	-12.7
Cc1ccc(NC(=O)C2COc3ccccc3O2)c(C)c1 (configuration not stated)	i	-5.9
CCOc1ccccc1NC(=O)C1CCN(S(=O)(=O)c2ccc(OC)c(OC)c2)CC1	i	-33.2
CSCC[C@H](NC(=O)c1ccc(Cl)c(S(=O)(=O)N2CCCC2)c1)c1nc2ccccc2[nH]1	i	-17.6
CCOC(=O)[C@@H]1[C@H]2COc3ccc(Br)cc3[C@H]2N2C(=O)N(c3ccc(C(F)(F)F)cc3)C(=O)[C@]12C	/	-14.4
Cc1cc(NC(=O)c2cc(-c3cccs3)on2)no1	i	9.7
CSc1nc(N2CCOCC2)c2c(c1C#N)CC(C(C)C)OC2 (configuration not stated)	i	/
Cc1cc(=O)[nH]c(SCC(=O)NC2CCCCCCC2)n1	/	-15.2
COc1ccc(N(C)S(=O)(=O)c2ccc3c(c2)CCN3C(=O)C2CC2)c(OC)c1	i	-15.7

Screens: PubChem, several laboratories

Random draw from the library; 0.83% or so of the library scored in one or more.
